Assay outcomes (PubChem)
TbREL1 inh – TbREL1 inhibition, primary screen | P86926 | TbREL1 RNA ligation, FRET fluorescence | inhibition, % at 9.66 µM | 89,000 tested, 0.49% active;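 active = inhibition above the mean inhibition across all screened compounds plus 3 SD, cut at about 11% in these data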;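 also: 0% = plate median of test wells and 100% = NSC42067 control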
Target sequence (P86926 whole entry, looked up): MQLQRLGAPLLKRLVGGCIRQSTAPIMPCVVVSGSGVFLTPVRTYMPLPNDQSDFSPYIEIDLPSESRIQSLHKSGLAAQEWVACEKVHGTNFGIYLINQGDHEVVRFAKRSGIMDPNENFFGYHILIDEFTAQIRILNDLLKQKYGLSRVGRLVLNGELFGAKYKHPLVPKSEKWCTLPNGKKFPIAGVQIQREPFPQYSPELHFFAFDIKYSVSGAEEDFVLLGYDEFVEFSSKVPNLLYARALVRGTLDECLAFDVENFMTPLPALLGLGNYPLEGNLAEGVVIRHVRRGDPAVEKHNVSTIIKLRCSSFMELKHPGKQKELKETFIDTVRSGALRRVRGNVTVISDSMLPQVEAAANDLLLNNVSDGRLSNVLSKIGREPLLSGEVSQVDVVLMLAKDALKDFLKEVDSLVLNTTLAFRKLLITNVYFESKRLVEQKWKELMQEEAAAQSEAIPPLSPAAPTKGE
Active calls of the source: *. This is a subset; rates above refer to the full screens.

TbREL1 inh,Compound
-4,CCOC(=O)C1C(=O)Oc2ccc3ccccc3c2C1C1CCOC1=O (stereo not drawn)
-1,C=C(C)C1CC=C(C)/C(=N/NC(=O)CCC(=O)Nc2ccccc2Cl)C1 (stereo not drawn)
-4,Cc1c(NS(=O)(=O)c2ccc(Cl)c(C(=O)OC(C)C(=O)N3CCOCC3)c2)c(=O)n(-c2ccccc2)n1C (stereo not drawn)
-1,CCC1CCCCN1C(=O)CSc1nc2ccsc2c(=O)n1Cc1ccccc1 (stereo not drawn)
0,OCCNc1nc2ccccc2[nH]1
-4,C=CCn1cnc2scc(-c3ccc(OC)cc3)c2c1=O
1,Cc1ccc(NC(=O)CC2Oc3ccc(C)cc3NC2=O)cc1 (stereo not drawn)
0,Cn1c(=O)c2cc(NC(=S)NCc3ccccc3F)ccc2n1Cc1cccc(C(F)(F)F)c1
-1,O=C(c1ccc2c(c1)N(Cc1ccc(F)cc1)C(=O)CS2)N1CCOCC1
3,CCOC(=O)C1(CCOC)CCN(Cc2ccccc2-c2ccco2)CC1
1,CCc1cc(Cn2nc(-c3ccccc3)cc2C(=O)O)on1
-6,Cc1cccc(Nc2nc(N)c(C#N)c(CC#N)c2C#N)c1
0,CCOc1cc(N2CCOCC2)c(OCC)cc1NC(=O)c1cc(S(=O)(=O)N2CCOCC2)ccc1F
-2,CC(=O)Nc1ccc2sc(NC(=O)CN3CCOCC3)nc2c1
-1,COC(=O)c1ccccc1NC(=O)C1CCN(S(=O)(=O)c2cc(OC)ccc2OC)CC1
2,Cn1c(=O)[nH]c(=O)c2c1nc(CN1CCOCC1)n2CCc1ccccc1
2,O=C(NCCO)NC(=S)c1ccccc1
2,NNC(=O)C1COc2cc3ccccc3cc2O1 (stereo not drawn)
4,COC(=O)/C(=C(O)\C=C\c1ccccc1[N+](=O)[O-])c1nc2ccccc2[nH]1
-3,CCOC(=O)c1[nH]c(=O)[nH]c1CSc1ccccn1

Further compounds follow:
TbREL1 inh,Compound
2,Cc1ccc(S(=O)(=O)n2nc(-c3cccnc3)nc2N)cc1
4,Cn1cccc1C(=O)OCC(=O)Nc1ccc2[nH]c(=O)[nH]c2c1
-4,CCc1nc2c(OCc3ccccc3C(=O)OC)cccn2c1N(C)C(=O)c1cccc(OC)c1
-1,Cc1cccc(N(CC(=O)NCCc2ccccc2)C(=O)c2csnn2)c1
1,COc1cccc(NC(=O)C2CCCN2C(=O)NCc2ccccc2)c1 (stereo not drawn)
-1,CCOC(=O)C1C(=O)OC(C)(C)C1C(C)C(=O)c1ccccc1 (stereo not drawn)
6,COc1ccc(OC)c(Nc2ncnc3ccccc23)c1
0,Cc1cc(C)n(-c2cccc3cccnc23)n1
-1,CC(OC(=O)C1CCN(c2ccc(C(F)(F)F)cn2)CC1)C(=O)Nc1cccc([N+](=O)[O-])c1 (stereo not drawn)
0,O=C(CCCCO)c1ccc(O)c(Cl)c1
-7,Cc1ccccc1NC(=O)CC1SC(=O)N(c2ccccc2)C1=O (stereo not drawn)
-4,O=C(CN1C(=O)/C(=C/c2ccc(Cl)cc2)SC1=S)NC1C=CS(=O)(=O)C1 (stereo not drawn)
-4,O=C(NCC(c1ccco1)N1CCCCC1)c1cnc(Cl)c(Cl)c1 (stereo not drawn)
1,CC1(C)CC2(CCCN3C(=O)CSC32)CCS1 (stereo not drawn)
-3,CN(Cc1ccccc1)C(=O)OCc1cn(Cc2cccc(F)c2F)nn1
3,OCc1nnn(-c2cccc(C(F)(F)F)c2)c1CO
0,COc1ccc2nc(NC(=O)CSc3nnnn3C)sc2c1
-2,COc1cc(OC)cc(C2=Cc3ccccc3C(CC(C)=O)N2c2ccc(-c3cccs3)cc2)c1 (stereo not drawn)
0,CCCN1C(=O)N(C)C(N(O)C(=O)NC)C1(C)C (stereo not drawn)
3,CC(C)CNC1CCS(=O)(=O)C1 (stereo not drawn)

(further entries)
TbREL1 inh,Compound
5,CCn1cc(Br)c(C(=O)Nc2ccc(F)cc2F)n1
7,COCCn1c(=NC(=O)/C=C/c2ccccc2Cl)sc2cc(NC(C)=O)ccc21
0,COc1ccc(OCc2nn3c(-c4cccc(OC)c4)nnc3s2)cc1
2,O=C(CNC(=O)c1ccc(N2C(=O)c3ccccc3C2=O)cc1)OCC(=O)c1cccc2ccccc12
-1,COC(=O)C1=C(C)N(Cc2ccc(F)cc2)C(=S)NC1c1ccc(F)cc1 (stereo not drawn)
0,FC(F)(F)c1cc(N2CCN(Cc3ccccc3)CC2)c2ccccc2n1
-1,CCc1ccc(NC(=O)CC2C(=O)Nc3c2c(=O)n(C)c(=O)n3C)cc1 (stereo not drawn)
0,COc1cc(S(=O)(=O)N2CCOCC2)ccc1F
2,O=[N+]([O-])c1ccc(-c2nc3ccc([N+](=O)[O-])cc3[nH]2)cc1
2,Nn1c(SCC(=O)NC2CCCCC2)nnc1-c1ccco1
-3,CCOC(=O)c1sc(N)c(C(=O)Nc2ccccc2)c1C
-1,O=C1CSC2=NCN(c3ccc4c(c3)OCO4)CN12
5,CC(C)Cn1nc(C(=O)NCc2ccccc2CN2CCCC2)c2ccccc2c1=O
2,CCn1c(C)c(C(C)=O)c(N2CCCC2)nc1=S
0,Nc1c(C(=O)Nc2ccc3c(c2)OCCO3)nnn1CCc1ccccc1
1,COc1ccc(C(=O)c2ccc(Br)cc2)cc1
-3,COC(=O)C(C)N1C(=O)S/C(=C\c2cc(C)n(-c3ccccn3)c2C)C1=O (stereo not drawn)
1,O=C(CSc1nnc(Cn2c(=O)sc3ccccc32)n1-c1ccccc1)N1CCCC1
-3,COc1ccc(-n2c(SCC(=O)N3CCCC(C)C3)nnc2-c2cccnc2)cc1 (stereo not drawn)
-1,Cc1c(NC(=O)c2ccc(N3C(=O)C4C5C=CC(C5)C4C3=O)cc2)c(=O)n(-c2ccccc2)n1C (stereo not drawn)

The list continues.
TbREL1 inh,Compound
6,CCSCCOC(=O)C1=C(C)NC(=O)NC1c1ccc2c(c1)OCO2 (stereo not drawn)
1,CCOC(=O)C1(CC2CCCCO2)CCN(S(=O)(=O)c2ccccc2)CC1 (stereo not drawn)
0,CC(=O)c1cc2c(cc1NC(=O)Cn1nc(-c3ccc(F)cc3)ccc1=O)OCO2
0,C#CCOCCOCCOCCNc1nc(N2CCN(C(=O)Cn3cc(CCCN=C(N)N)nn3)CC2)nc(N2CCN(C(=O)[C@H](Cc3ccc(O)cc3)n3cc(CCO)nn3)CC2)n1
-2,O=C(CCN1C(=O)c2ccccc2C1=O)N1CCCCCC1
1,Cc1ccc(NC(=O)c2cc(NC(=O)CCCC(=O)O)ccc2Cl)cc1Cl
-1,COc1ccccc1-n1ccnc1SCC(=O)NCc1ccco1
1,COc1ccccc1OCC#CCNC1CCCCC1C (stereo not drawn)
0,O=C(OCC(=O)N1CCCC1)c1ccccc1C(=O)c1ccccc1
4,O=C1C(C=Nc2ccc(F)cc2)=C(O)c2ccccc21
5,O=C(c1cc(-c2ccco2)nc2ccccc12)N1CCN(Cc2ccccc2)CC1
4,CC(C)(C)c1ccc(-c2nnc(SCC(=O)Nc3ccccc3-c3ccccc3)n2Cc2ccco2)cc1
-2,O=C(OCC#CCSc1nnc(-c2ccc(F)cc2)o1)c1ccc(F)cc1
4,COc1ccc(CNS(=O)(=O)c2ccc(S(=O)(=O)N3CCCCC3)cc2)cc1
0,CC(=O)Nc1ccc2c(c1)c1ccccc1n2C(C)=O
1,O=C(NCc1ccccn1)Nc1ccc2c(c1)OCO2
-1,CCC(=O)c1ccc(/C=C/c2nc3ccccc3n2C)o1
-1,Cn1c(=O)c2c(nc(CN3CCN(C(=O)c4ccco4)CC3)n2CCc2ccccc2)n(C)c1=O
0,COc1ccc(NC(=O)c2cc(S(=O)(=O)N3CCS(=O)(=O)CC3)ccc2Cl)cc1
1,O=C(Cn1nc(C(F)F)cc1C1CC1)N1CCCC1

The results go on:
TbREL1 inh,Compound
-1,COC(=O)CN(c1nc(C)c(Br)c(OC)n1)S(=O)(=O)c1ccc(C)cc1
1,OC1CCCN(CC(O)COC(c2ccccc2)c2ccccc2)C1 (stereo not drawn)
1,O=C(COC(=O)c1ccc(S(=O)(=O)C(F)F)cc1)Nc1cccnc1Cl
4,N=c1c(S(=O)(=O)c2ccc(Br)cc2)cc2c(=O)n3ccccc3nc2n1C1CCCCC1
5,COc1ccc(CNCC(O)(c2ccccc2)c2ccc(Cl)cc2)cc1 (stereo not drawn)
3,O=C(N/N=C/C(Br)=C\c1ccccc1)c1cccs1
2,CCCS(=O)(=O)N1CCN(Cc2ccccc2[N+](=O)[O-])CC1
-2,COc1ccc(S(=O)(=O)N(CC(=O)N2CCOCC2)Cc2ccccc2)cc1C
1,O=C1/C(=C\c2ccc(Br)cc2)SC(=S)N1NS(=O)(=O)c1ccccc1
-1,CCC(C)c1ccc(N(CC(=O)NC(C)(C)C)C(=O)CNC(=O)c2cccs2)cc1 (stereo not drawn)
-1,CN(Cc1ccccc1Cl)C(=O)CCNC(=O)c1ccco1
-4,CCn1c(NC(=O)c2ccc(C)cc2)c2ccccc2nc1=O
-2,C[C@H](CO)N1C[C@H](C)[C@@H](CN(C)S(=O)(=O)c2cccs2)Oc2c(NC(=O)c3ccncc3)cccc2C1=O
-5,Cc1c(Cl)c(-c2n[nH]c(=S)n2-c2ccc(F)cc2)nn1C
1,COc1cc2nc(SCC(=O)c3ccc(Br)cc3)n3nc(C)nc3c2cc1OC
-3,CCN(CC)C1=N/C(=C\c2ccco2)C(=O)N1c1ccccc1
2,Cc1n[nH]c(C)c1S(=O)(=O)N(CC(=O)Nc1ccc2c(c1)OCCO2)c1ccc(C(C)C)cc1
-1,Cn1c(Oc2ccccc2NCc2cc(Br)ccc2O)cc(=O)n(C)c1=O
-1,COc1cc(C(=O)Oc2cccnc2)cc(OC)c1OC
0,Cc1ccc(CNC(=O)C2CCCN(c3nn4c(=O)cc(C)nc4s3)C2)cc1 (stereo not drawn)

(list continues)
TbREL1 inh,Compound
4,CC(C)(C)C(=O)Nc1nnc(SCC(=O)Nc2ccc3c(c2)OCO3)s1
-1,O=C1C2C3C=CC(C3)C2C(=O)N1Cc1ccccc1 (stereo not drawn)
1,FC(F)(F)C(Oc1nc(NC2CCCCC2)nc(N2CCOCC2)n1)C(F)(F)F
1,CC(C)CN1CCN=C1N(C)C
1,O=C(CSCc1ccc(Br)cc1)Nc1ccc(S(=O)(=O)N2CCCCCC2)cc1
2,CCOC(=O)c1c(C)[nH]c(C(=O)CN2CCOCC2)c1C
-1,CCN(C(=O)COC(=O)c1ccc(C)c(S(=O)(=O)N2CCCCC2)c1)C1CCS(=O)(=O)C1 (stereo not drawn)
3,COc1ccc2c(c1)c(=O)oc1cc(OCC(=O)NC3CCCCC3)ccc12
-3,CCOc1ccc2nc(N3C(=O)/C(=C/c4ccc(Cl)cc4)NC3=S)sc2c1
0,COc1cc2c(cc1OC)CN(C1CCCN(Cc3cc(Cl)ccc3O)C1)CC2 (stereo not drawn)
3,Cc1ccccc1CN1CCCCC(NC(=O)c2cccc(C#N)c2)C1=O (stereo not drawn)
10,Cc1cc([N+](=O)[O-])nn1CC(=O)N/N=C/c1ccccc1O
-3,O=C(N/C(=C\c1ccco1)C(=O)N1CCCC(CO)C1)c1ccccc1 (stereo not drawn)
-5,C=CCNC(=S)N/N=C(\C)c1ccccn1
1,CCOC(=O)c1cn(-c2ccc(F)c(F)c2F)c2c(F)c(F)c(F)cc2c1=O
1,CC1=C(C(N)=O)C(c2ccc(Br)cc2)n2nc(CCCO)nc2N1 (stereo not drawn)
3,O=C(Cc1ccc(Br)cc1)Nc1ccc(S(=O)(=O)Nc2ncccn2)cc1
8,CC1CCN(c2ccc(C(=O)O)cc2NS(=O)(=O)c2ccccc2)CC1
2,CC(C)CC(COCc1ccc(F)cc1)N1CCN(C(=O)c2cccc(C(F)(F)F)c2)CCC1=O (stereo not drawn)
3,C=CCNc1nc(-c2ccc(OC)cc2OC)cs1

16 successive records already listed:
TbREL1 inh,Compound
4,CC(C)(C)C(=O)Nc1nnc(SCC(=O)Nc2ccc3c(c2)OCO3)s1
-1,O=C1C2C3C=CC(C3)C2C(=O)N1Cc1ccccc1 (stereo not drawn)
1,FC(F)(F)C(Oc1nc(NC2CCCCC2)nc(N2CCOCC2)n1)C(F)(F)F
1,CC(C)CN1CCN=C1N(C)C
1,O=C(CSCc1ccc(Br)cc1)Nc1ccc(S(=O)(=O)N2CCCCCC2)cc1
2,CCOC(=O)c1c(C)[nH]c(C(=O)CN2CCOCC2)c1C
-1,CCN(C(=O)COC(=O)c1ccc(C)c(S(=O)(=O)N2CCCCC2)c1)C1CCS(=O)(=O)C1 (stereo not drawn)
3,COc1ccc2c(c1)c(=O)oc1cc(OCC(=O)NC3CCCCC3)ccc12
-3,CCOc1ccc2nc(N3C(=O)/C(=C/c4ccc(Cl)cc4)NC3=S)sc2c1
0,COc1cc2c(cc1OC)CN(C1CCCN(Cc3cc(Cl)ccc3O)C1)CC2 (stereo not drawn)
3,Cc1ccccc1CN1CCCCC(NC(=O)c2cccc(C#N)c2)C1=O (stereo not drawn)
10,Cc1cc([N+](=O)[O-])nn1CC(=O)N/N=C/c1ccccc1O
-3,O=C(N/C(=C\c1ccco1)C(=O)N1CCCC(CO)C1)c1ccccc1 (stereo not drawn)
-5,C=CCNC(=S)N/N=C(\C)c1ccccn1
1,CCOC(=O)c1cn(-c2ccc(F)c(F)c2F)c2c(F)c(F)c(F)cc2c1=O
1,CC1=C(C(N)=O)C(c2ccc(Br)cc2)n2nc(CCCO)nc2N1 (stereo not drawn)

(more compounds)
TbREL1 inh,Compound
6,CCN(CC)S(=O)(=O)c1cc(C(=O)OCC(=O)NC2CCCc3ccccc32)ccc1C (stereo not drawn)
0,O=[N+]([O-])c1ccc(N2CCCC2)cc1NC1CC1
-2,COc1cccc(NC(=O)CNC(=O)N2CC(=O)Nc3ccccc32)c1
-2,CSc1nnc(Cc2sc(-c3ccccc3)nc2-c2ccccc2)o1
4,Cc1cc(C)c2c(n1)sc1c(=O)[nH]c(SCc3ccccc3)nc12
0,CCCN1CCN(CCCNC(=O)C2CCN(c3nnc(-n4cccc4)s3)CC2)CC1
0,CS(=O)(=O)N(CCc1ccccc1)CC(=O)N1CCN(c2ccccc2F)CC1
1,CCOCC(O)CS(=O)Cc1ccccc1 (stereo not drawn)
2,CN(C(=O)c1ccno1)c1nnc(-c2cccnc2)s1
6,O=C(CSc1ncn[nH]1)N/N=C/c1ccc(F)cc1

Exported bar-delimited: two of the compounds above.
Structure | TbREL1 inh
O=[N+]([O-])c1ccc(N2CCCC2)cc1NC1CC1 | 0
CSc1nnc(Cc2sc(-c3ccccc3)nc2-c2ccccc2)o1 | -2
